Bioassay records as filed in PubChem BioAssay.
RAD52 inh – RAD52 DNA annealing inhibitors, primary screen, biochemical, FRET, single point, set 2. DNA repair protein RAD52 homolog (Homo sapiens), P43351. recombinant RAD52 DNA annealing, FRET fluorescence. inhibition, % at 18.7 µM. 0.46% of 360,000 active. AID 651710, 2012;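 active means every replicate showing at least 50% inhibition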
INS-1E GSIS act – GLuc luminescence reporter in INS-1E cells, primary screen for activators of glucose-dependent secretion of insulin; INS-1E GLuc reporter insulin secretion, 2-3 h; activation, % at 16.6 µM; 0.61% of 370,000 active; AID 743287, 2014;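 active means lowest replicate activation of at least 40%, so every replicate reaches that level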;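 further: 0% = median of neutral control wells and 100% = median of IBMX positive control wells; some compounds called inactive have numbers as strong as hits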
esBAF inh – Bmi1 luciferase reporter increase in mESCs, primary screen, esBAF inhibitor project, mouse ES cells, Bmi1 luciferase knock-in, single point | 24 h; 100% = twice the neutral-well signal | reporter increase, % at 12.5 µM | 2% of 350,000 active; in the data active means activation above about 40%;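 further: 0% = median of the plate's neutral control wells and 100% = double that signal; a rise in the Bmi1 reporter signal indicates esBAF inhibition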
F508del corr – F508del CFTR correction, initial screen, CFBE line, single point; CFBE cells, YFP halide quenching; stimulated with forskolin plus potentiator P3; % fluorescence drop versus neutral controls; activity (quench increase), % at 7.58 µM; 0.36% of 350,000 active;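 active means mean added fluorescence quench of at least 8% versus neutral control, with both replicates also reaching 8%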;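 further: cells transiently co-express mutant CFTR-F508del with the halide-sensitive YFP; corrector assay measuring rescue of mutant channel to the surface after 24 h compound exposure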
RAD54 inh – inhibitors of human RAD54 branch migration, primary screen, biochemical, fluorescence, single point | inhibition, % at 10.4 µM | DNA repair and recombination protein RAD54-like (Homo sapiens), Q92698 | RAD54 Holliday junction branch migration, FAM/BHQ fluorescence | 0.14% of 360,000 active;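 active means mean normalized replicate activity at least 40 and at least half of replicates scoring 40 or more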;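 further: 0% = median of neutral control wells and 100% = median of positive control wells; inhibitors cause a drop in the FAM fluorescence signal; in these data hits start at about 50%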
ARNT TACC3 PPI – disruptors of ARNT/TACC3 protein interaction, primary screen, biochemical, AlphaScreen, single concentration. 0.66% of 390,000 active. Transforming acidic coiled-coil-containing protein 3 (Homo sapiens), Q9Y6A5. AID 623870, 2012. inhibition, % at 9.99 µM. AlphaScreen His-ARNT PAS-B/GST-TACC3 binding, luminescence; TACC3 fragment carries E629A point mutation;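 active means mean inhibition of replicates at least 50% and at least half of replicates each reaching 50%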;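 further: 0% = complete ARNT plus TACC3 wells and 100% = ARNT alone without TACC3; many hits fall short of the cut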
ERAP1 inh – human ERAP1 aminopeptidase inhibitors, primary screen, biochemical, single point, plate reader | 0.15% of 340,000 active | inhibition, % at 10.7 µM | Endoplasmic reticulum aminopeptidase 1 (Homo sapiens), Q9NZ08 | recombinant ERAP1, Leu-AMC fluorescence, 60 min;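 active means mean replicate inhibition of at least 30%, or all replicates individually reaching that 30% level; inactive means mean below 30% and not every replicate reaching it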;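 further: 0% = neutral control wells and 100% = L-leucinethiol positive control wells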
Target sequence (Q9NZ08 whole entry, looked up): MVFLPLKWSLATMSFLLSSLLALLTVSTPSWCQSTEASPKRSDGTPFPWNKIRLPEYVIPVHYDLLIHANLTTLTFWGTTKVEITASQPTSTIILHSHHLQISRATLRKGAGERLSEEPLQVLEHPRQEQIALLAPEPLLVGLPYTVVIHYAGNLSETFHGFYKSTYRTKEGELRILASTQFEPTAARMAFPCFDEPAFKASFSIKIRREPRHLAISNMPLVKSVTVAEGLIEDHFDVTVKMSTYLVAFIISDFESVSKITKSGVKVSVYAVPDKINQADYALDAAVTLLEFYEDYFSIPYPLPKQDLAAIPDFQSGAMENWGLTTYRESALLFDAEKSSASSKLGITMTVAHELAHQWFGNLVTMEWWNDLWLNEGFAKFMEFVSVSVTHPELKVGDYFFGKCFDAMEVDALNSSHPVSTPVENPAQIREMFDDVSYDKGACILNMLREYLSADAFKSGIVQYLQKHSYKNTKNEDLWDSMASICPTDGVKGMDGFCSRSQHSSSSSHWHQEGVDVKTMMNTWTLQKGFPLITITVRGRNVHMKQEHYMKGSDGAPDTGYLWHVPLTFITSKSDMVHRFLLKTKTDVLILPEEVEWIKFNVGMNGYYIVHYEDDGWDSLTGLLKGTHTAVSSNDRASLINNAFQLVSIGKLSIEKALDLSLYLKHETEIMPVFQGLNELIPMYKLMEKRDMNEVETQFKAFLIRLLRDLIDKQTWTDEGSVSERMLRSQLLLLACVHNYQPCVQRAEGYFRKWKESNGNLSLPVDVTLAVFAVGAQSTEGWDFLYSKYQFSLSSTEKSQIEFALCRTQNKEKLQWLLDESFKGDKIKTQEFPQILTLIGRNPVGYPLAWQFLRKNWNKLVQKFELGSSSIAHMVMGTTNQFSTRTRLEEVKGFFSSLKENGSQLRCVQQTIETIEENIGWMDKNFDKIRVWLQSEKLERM
Xi reactivation – activators of inactive X chromosome reactivation, primary screen, imaging, XiGFP fibroblasts, GFP high-content imaging, set 2; XiGFP mouse fibroblasts, % GFP-positive cells imaging, 3 d; cells co-treated with 5-aza-dC sensitizer; scaled so ellipticine positive control = 100%; activation, % at 7.58 µM; 0.055% of 360,000 active;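 active means mean normalized replicate activation at least 10% and every replicate at or above 10%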;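 further: 0% = median of on-plate neutral control wells and 100% = ellipticine 6 µM median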
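material = 68-5-11 XiGFP fibroblast line | medium = DMEM plus 5-aza-dC sensitizer | schedule = 3 days compound exposure | benchmarks = positive control ellipticine, 6 µM final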
* = called active by the depositor; / = not tested or not shown; & = joins results of further samples.

#1 COc1cccc(/C=C2\Oc3cc(OCC(=O)N4CCC[C@H]4C(=O)O)ccc3C2=O)c1
#2 CC=Cc1ccc2n(c1=O)C[C@H]1[C@H](CO)[C@@H](C(=O)N3CCCCC3)N(Cc3ccccc3)[C@@H]21 (mixture of isomers)
#3 C[C@H]1CCCCO[C@H](CN(C)S(=O)(=O)c2ccc(F)cc2)[C@@H](C)CN([C@@H](C)CO)C(=O)c2cc(NS(=O)(=O)c3cn(C)cn3)ccc2O1
#4 CCC(CC)C(=O)N(C)c1c(C)nc2c(OCc3ccc(C#N)cc3)cccn12
#5 O=C(N/N=C/C=C/c1ccccc1)c1cccnc1
#6 Cc1noc(C)c1S(=O)(=O)Nc1ccc2c(c1)CC(=O)N([C@H](C)CO)C[C@@H](C)[C@@H](CN(C)S(=O)(=O)c1ccc(F)cc1)O2
#7 CN1CCN(S(=O)(=O)c2cccc(C(=O)Oc3cccc(Br)c3)c2)CC1
#8 CC1(C)C2CC=C(/C=N/NC(=S)NCCc3ccccc3)C1C2 (centres undefined)

assay / entry	1	2	3	4	5	6	7	8
F508del corr	0.5	-0.4	-0.4	0.5	0.8	0.5	-0.4	1.7
Xi reactivation	/	0.1	0.0	0.1	0.0	-1.1	-0.1	0.0
esBAF inh	12	3	2	-10	/	7	-2	/
RAD52 inh	-12	-50	-10	-13	-7	-2	-11	-16
ERAP1 inh	1	5	-4	-5	1	2	1	-2
ARNT TACC3 PPI	35	26	1	/	2	1	-1	1
RAD54 inh	-10	18	12	0	-3	1	-10	/
INS-1E GSIS act	-17	-5	12	-5	7	5	-17	/

#9 Cc1nnc(SCCCOc2ccccc2)nc1C
#10 Cc1ccc(C)n1NC(=O)c1ccc([N+](=O)[O-])cc1
#11 COc1ccc(NC(=O)CN(C)C(=O)c2cc(-c3ccco3)nc3ccccc23)cc1
#12 C[C@@H]1CN([C@@H](C)CO)C(=O)c2cc(NC(=O)NC3CCCCC3)ccc2O[C@H]1CN(C)S(=O)(=O)c1cccs1
#13 CCn1c(CC(=O)Nc2ccccc2F)nnc1SCC(=O)NC1CCCC1
#14 C[C@@H]1CN([C@H](C)CO)C(=O)Cc2cc(NC(=O)Nc3ccc4c(c3)OCO4)ccc2O[C@@H]1CN(C)CC1CCCCC1
#15 CCCN1C[C@H](C)[C@H](OC)CN(C)C(=O)c2ccc(NC(=O)c3cccc(F)c3)cc2OC[C@@H]1C
#16 CCOc1cc(C(=S)N2CCOCC2)ccc1OC(=O)/C=C/c1ccc(OC)c(OC)c1

assay / entry	9	10	11	12	13	14	15	16
F508del corr	1.6	-3.0	2.2	0.4	1.1	0.6	-1.0	/
Xi reactivation	0.1	0.0	0.0	0.2	0.0	0.1	0.3	0.0
esBAF inh	5	-1	2	4	-5	2	-5	1
RAD52 inh	-8	-7	-21	24	-18	20	-5	/
ERAP1 inh	-3	0	0	2	2	1	4	/
ARNT TACC3 PPI	-2	-26	8	-8	0	10	-8	/
RAD54 inh	-22	-4	8	-1	-2	-1	3	-4
INS-1E GSIS act	8	-13	-5	7	12	-14	1	-30

#17 Cc1nn(-c2ccccc2)c(C)c1C(=O)OCC(=O)Nc1ccc(C(N)=O)cc1
#18 C=C(C)CNc1cc(S(=O)(=O)N2CCOCC2)ccc1Oc1ccccc1
#19 CCn1c(SC)nnc1-c1c[nH]c2ccccc12
#20 Cc1ccc(CN2C(=O)[C@H]3Cc4c([nH]c5ccccc45)C(C)(C)N3C2=O)cc1
#21 Cc1c(Br)c([N+](=O)[O-])nn1CC(=O)NCCc1c[nH]c2ccccc12
#22 COc1ccc(/C=C/C(=O)NC(=S)Nc2ccc(N3CCN(C(C)=O)CC3)cc2)cc1
#23 O=C(c1cc(Cl)c(=O)n(Cc2ccc(Cl)cc2)c1)N1CCOCC1
#24 CCN1CCN(c2ccc(NC(=O)c3ccc(C#N)cc3F)cc2Cl)CC1

assay / entry	17	18	19	20	21	22	23	24
F508del corr	-1.9	-1.2	-1.4	-1.9	-1.6	-2.4	/	3.2
Xi reactivation	0.0	-0.2	0.0	0.4	0.3	0.0	/	0.0
esBAF inh	5	1	6	2	-3	/	3	2
RAD52 inh	-23	-12	-7	-3	-1	18	-2	6
ERAP1 inh	-1	0	3	0	-1	/	1	2
ARNT TACC3 PPI	/	1	-3	-1	4	-4	-3	0
RAD54 inh	-7	3	6	-1	-1	2	0	-3
INS-1E GSIS act	-8	/	18	-17	-24	/	/	9

#25 CCCc1ccc(C(O)c2ncc(-c3ccccc3F)[nH]2)cc1 (centres undefined)
#26 O=C(N[C@H]1CC[C@H](CCn2cc(C3(O)CCCC3)nn2)O[C@H]1CO)c1ccccc1F
#27 C/C=C/c1ccc([C@H]2[C@@H](CO)N(S(C)(=O)=O)C23CN(C(=O)CC)C3)cc1
#28 Cc1nn(C)c(Cl)c1/C=N/OC(=O)c1ccccc1
#29 CCCn1c(N)c(N(CCOC)C(=O)c2ccc([N+](=O)[O-])c(C)c2)c(=O)[nH]c1=O
#30 COc1ccccc1NC(=O)c1oc2ccccc2c1NC(=O)c1cc(OC)c(OC)c(OC)c1
#31 O=C1CC(c2cccc(Cl)c2)Cc2nc(N3CCN(c4ccccc4)CC3)ncc21 (centres undefined)
#32 COc1ccc(C2C(C#N)=C(N)OC3=C2C(=O)CC(C)(C)C3)cc1OC (centres undefined)

assay / entry	25	26	27	28	29	30	31	32
F508del corr	-1.0	-2.8	-2.4	2.3	-3.8	-1.5	/	-0.4
Xi reactivation	0.0	-0.1	0.1	0.2	0.2	/	/	0.0
esBAF inh	27	-13	/	4	-10	6	-8	/
RAD52 inh	1	-5	-3	-4	5	9	/	-1
ERAP1 inh	-3	1	-1	1	5	-1	/	4
ARNT TACC3 PPI	/	-23	/	-3	-11	0	-4	-11
RAD54 inh	-9	-1	/	-1	-5	4	3	/
INS-1E GSIS act	-17	18	13	2	15	-4	-2	-9

Profiles, looked up by structure. Order of screens: F508del corr, Xi reactivation, esBAF inh, RAD52 inh, ERAP1 inh, ARNT TACC3 PPI, RAD54 inh, INS-1E GSIS act
`COc1ccc(C2C(C#N)=C(N)OC3=C2C(=O)CC(C)(C)C3)cc1OC` (centres undefined) reads -0.4, 0.0, /, -1, 4, -11, /, -9
`O=C1CC(c2cccc(Cl)c2)Cc2nc(N3CCN(c4ccccc4)CC3)ncc21` (centres undefined) reads /, /, -8, /, /, -4, 3, -2
`CCCc1ccc(C(O)c2ncc(-c3ccccc3F)[nH]2)cc1` (centres undefined) reads -1.0, 0.0, 27, 1, -3, /, -9, -17
`C/C=C/c1ccc([C@H]2[C@@H](CO)N(S(C)(=O)=O)C23CN(C(=O)CC)C3)cc1` reads -2.4, 0.1, /, -3, -1, /, /, 13
`O=C(N[C@H]1CC[C@H](CCn2cc(C3(O)CCCC3)nn2)O[C@H]1CO)c1ccccc1F` reads -2.8, -0.1, -13, -5, 1, -23, -1, 18

Continuation.
#33 CC(C)(C)NS(=O)(=O)NC(=O)C1=C(N2CCCC2)COC1=O
#34 O=C(NCc1ccncc1)c1ccccc1Nc1ccc(SC(F)F)cc1
#35 CC(C)CCNC(=O)c1ccc2c(Cl)c3c(nc2c1)CCC3
#36 O=C(NNC1=NS(=O)(=O)c2ccccc21)c1ccccc1Cl
#37 COc1ccccc1NS(=O)(=O)c1cccc(NC(=O)C2CC(=O)N(Cc3ccccc3)C2)c1 (centres undefined)
#38 COc1ccc(C2c3[nH]c4ccccc4c3C[C@H]3C(=O)N(C4CCN(Cc5ccccc5)CC4)CC(=O)N23)cc1OC (some centres undefined)
#39 CC(C)C[C@@H](C(=O)O)N(Cc1cccc(CN([C@@H](CC(C)C)C(=O)O)S(C)(=O)=O)c1)S(C)(=O)=O
#40 Cc1noc(C)c1NC(=O)Nc1cccc2c1O[C@H](CN(C)C(=O)Nc1cccc3ccccc13)[C@@H](C)CN([C@H](C)CO)C2=O

assay / entry	33	34	35	36	37	38	39	40
F508del corr	0.1	-0.5	0.8	-3.1	1.4	-3.8	-3.7	-0.6
Xi reactivation	-0.1	0.0	0.1	0.0	0.3	0.0	0.1	0.2
esBAF inh	0	-6	-16	0	/	3	/	-5
RAD52 inh	-10	-18	-19	-12	-16	-4	-10	3
ERAP1 inh	4	1	-3	-1	-2	-5	5	-4
ARNT TACC3 PPI	-1	/	-5	-14	-2	13	0	11
RAD54 inh	-7	3	-1	-20	/	-5	-6	5
INS-1E GSIS act	-4	-18	-25	16	-25	-42	2	-4

#41 C[C@H]1CN([C@@H](C)CO)C(=O)Cc2cc(NC(=O)CCC(F)(F)F)ccc2O[C@@H]1CN(C)C(=O)NC1CCCCC1
#42 Cc1cccc(/C=N/NC(=O)CNc2cccc3ccccc23)n1
#43 C[C@@H]1CN([C@@H](C)CO)C(=O)Cc2cc(NC(=O)CCC(F)(F)F)ccc2O[C@H]1CN(C)Cc1ccc(Oc2ccccc2)cc1
#44 CCNC(=O)C[C@H]1CC[C@H]2[C@@H](COc3ccc(NC(=O)c4cccc(OC)c4)cc3C(=O)N2C)O1
#45 Cc1cccc(CC(=O)N2CCC(n3nccc3NC(=O)C3CC3)CC2)c1
#46 CCN(CC(=O)Nc1ccc(NC(C)=O)cc1)C(=O)/C=C/c1cn(Cc2ccccc2)nc1-c1cccnc1
#47 CCN1[C@@H]2c3ccc(C4=CCCCC4)c(=O)n3C[C@H]1[C@H](CO)[C@H]2C(=O)N1CCc2ccccc2C1
#48 Cc1cc(C(=O)CN2C(=O)C(=O)N(CC(C)C)C2=O)c(C)n1C1CC1

assay / entry	41	42	43	44	45	46	47	48
F508del corr	-0.1	/	-0.7	1.9	-0.2	0.3	0.8	-6.7
Xi reactivation	0.2	0.0	-0.7	0.2	0.2	0.2	0.5	0.0
esBAF inh	-1	16	8	-4	-1	5	4	15
RAD52 inh	-7	/	33	5	-7	-17	-3	-12
ERAP1 inh	2	/	/	2	1	3	0	-2
ARNT TACC3 PPI	-8	9	-2	-14	1	1	5	/
RAD54 inh	-3	-2	-4	-2	-11	-1	-8	0
INS-1E GSIS act	18	-14	-20	3	5	-3	-2	-6

#49 CCOC(=O)NC1(NCc2ccccc2)Oc2ccccc2O1
#50 CCCCn1c(N)c(N(CC(C)C)C(=O)C2CC(=O)N(c3ccc(C)cc3)C2)c(=O)[nH]c1=O (centres undefined)
#51 CC(Sc1nnc(Cc2cccs2)n1C1CC1)C(=O)NC1CCS(=O)(=O)C1 (centres undefined)
#52 CC(C)(C)S(=O)N1Cc2cc(C(=O)Nc3ccc(-c4ccccc4)cc3)nc(-c3cccc(-c4cccc(F)c4)c3)c2[C@@H]1CCO (some centres undefined)

assay / entry	49	50	51	52
F508del corr	3.8	-3.1	0.2	0.0
Xi reactivation	/	-0.1	0.0	0.0
esBAF inh	-9	-1	/	/
RAD52 inh	-24&-7	-12	2	-41
ERAP1 inh	0&1	-1	2	2
ARNT TACC3 PPI	-11	28	0	/
RAD54 inh	-4	/	/	/
INS-1E GSIS act	27&16	3	12	190*

Not a hit list; about 3.3% have a hit in one of these screens.
